bCat KO growth – primary screen for growth suppressors in beta-catenin knockout HCT116 cells (colon tumor, human); viability, % at 10 µM; HCT116 beta-catenin knockout viability, CellTiter-Glo, 60 h; hits give low values; 1.5% of 140,000 active;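 active = viability at or under a set limit, the compound median less 4 SD, cut at about 6% in these data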;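 also: 0% = Hyamine 1622 control at 20 µM and 100% = untreated cell control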
Phagocytosis inh – inhibitors of macrophage phagocytosis, primary screen, imaging, J774A.1 cells, IgG beads; 0.07% of 110,000 active; J774A.1 macrophage IgG-bead phagocytosis; inhibition, % at 5 µM;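 active = inhibition above the mean of the plate negative controls plus 5 SD, cut at about 13% in these data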;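 also: phagocytic index as fraction of beads internalized from green versus red external bead signal; plate controls were DMSO negative control for no effect and cytochalasin-D positive control for full effect; some results beyond the cut were filed as inactive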
HCT116 PTEN-null – growth suppression of PTEN-null HCT116, primary screen, cell-based, CellTiter-Glo; viability, % at 10 µM; AID 827, 2007; 1.2% of 140,000 active; HCT116 PTEN-null viability, 60 h; hits give low values;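 active = viability at or below a set limit, 4 SD under the median of all tested compounds, cut at about 3.7% in these data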;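 also: PTEN knockout HCT116 line with beta catenin targeted HCT116 as companion control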
BB579 growth dn – growth inhibitors of yeast BB579 in restrictive medium, primary screen, yeast lifespan-shortening project, S. cerevisiae; 0.51% of 140,000 active; OD615, 48 h; inhibition, % at 10 µM;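 active = inhibition above a set limit, 3 SD over the mean compound inhibition, cut at about 44% in these data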; also: inactives centre near -24
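Detection: OD615 turbidity measurement; Material: Saccharomyces cerevisiae DeaD strain BB579, replicative lifespan model yeast; Timing: 48 h exposure, 30 °C; Doses: single 10 µM dose; Medium: CSMM-D restrictive synthetic medium containing dextrose (glucose); Controls: amphotericin B at 10 µg/mL as positive control.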
Yeast life ext – compounds extending yeast replicative lifespan, primary screen, S. cerevisiae, OD615; S. cerevisiae growth with nicotinamide; deaD strain in restrictive glucose medium; inhibition of the nicotinamide effect, % at 10 µM; 0.68% of 130,000 active; AID 775, 2007;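 active = inhibition above a set limit, placed 3 SD over the median of all compounds, cut at about 26% in these data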;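 also: 0% = nicotinamide-treated wells and 100% = cells grown without nicotinamide; some compounds called inactive have numbers as strong as hits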
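assay system = DeaD-strain S. cerevisiae | buffer or medium = restrictive glucose medium | reagent = 1.5 mM nicotinamide | compound = 10 µM single point, 0.25% DMSO | incubation = 48 h compound exposure at 30 °C, humidified | signal = OD615 measurement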
MRP1 act – H69AR viability gain despite doxorubicin, primary screen, MRP-1 activator project, H69AR cells, CellTiter-Glo | viability increase, % at 10 µM | 0.61% of 140,000 active | viability rescue;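 active = viability gain under doxorubicin at or above a set limit, the compound median plus 3 SD, cut at about 4.7% in these data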;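 also: MRP-1 overexpressing cells given doxorubicin 25 µM after compound pretreatment; 18-22 h compound pretreatment then 72 h with doxorubicin before readout; 0% = doxorubicin-only wells and 100% = vehicle-treated cells without doxorubicin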
NPY Y2 blocker – NPY-Y2 receptor antagonists, primary screen, cell-based; Neuropeptide Y receptor type 2 (Homo sapiens), P49146; NPY-Y2 expressing cells, antagonist mode; inhibition, % at 2.7 µM; 0.99% of 140,000 active; in the data active = inhibition above about 17%;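 also: 0% = vehicle with agonist challenge and 100% = reference antagonist with challenge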
Target sequence (P49146 whole entry, looked up): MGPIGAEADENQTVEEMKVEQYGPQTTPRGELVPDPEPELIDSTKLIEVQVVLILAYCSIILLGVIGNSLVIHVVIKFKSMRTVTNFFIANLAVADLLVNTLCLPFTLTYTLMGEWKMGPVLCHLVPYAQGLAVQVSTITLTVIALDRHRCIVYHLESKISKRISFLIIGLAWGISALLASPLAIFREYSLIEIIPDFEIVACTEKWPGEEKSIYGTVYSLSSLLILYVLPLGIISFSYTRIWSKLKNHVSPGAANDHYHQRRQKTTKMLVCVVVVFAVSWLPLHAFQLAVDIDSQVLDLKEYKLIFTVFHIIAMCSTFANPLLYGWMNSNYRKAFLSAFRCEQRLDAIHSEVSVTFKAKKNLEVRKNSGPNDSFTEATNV
E-sel TNF inh – E-selectin induction blockers in HUVEC – imaging, immunofluorescence, high content, primary screen | 0.71% of 120,000 active | HUVEC TNFa-induced E-selectin immunofluorescence | inhibition, % at 2 µM | AID 1246, 2008;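 active = inhibition above the batch mean plus 3 SD, and confirmed as a hit on visual image review, cut at about 43% in these data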;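 also: 0% = TNF-stimulated DMSO wells and 100% = unstimulated control wells; not every result past the cut was called active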
Measles CPE – compounds protecting cells from measles virus cytopathic effect, primary screen, measles RdRp inhibitor project, single point, MLSMR library, absorbance; Measles virus-infected cells, CPE protection; protection (pct of control), % at 4 µM; 1.5% of 140,000 active; AID 841, 2007; in the data active = protection mostly above about 24%, no sharp cut-off; inactive = mostly below about 26%; also: some compounds called inactive have numbers as strong as hits
GALR2 blocker – GALR2 antagonists in receptor-expressing cells, primary screen | Galanin receptor type 2 (Homo sapiens), O43603 | antagonist mode | inhibition, % at 4 µM | 0.39% of 140,000 active; in the data active = inhibition above about 27%;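 also: cells stimulated with galanin 1-16 at roughly its EC80; 0% = agonist challenge control and 100% = basal control without agonist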
Target sequence (O43603 whole entry, looked up): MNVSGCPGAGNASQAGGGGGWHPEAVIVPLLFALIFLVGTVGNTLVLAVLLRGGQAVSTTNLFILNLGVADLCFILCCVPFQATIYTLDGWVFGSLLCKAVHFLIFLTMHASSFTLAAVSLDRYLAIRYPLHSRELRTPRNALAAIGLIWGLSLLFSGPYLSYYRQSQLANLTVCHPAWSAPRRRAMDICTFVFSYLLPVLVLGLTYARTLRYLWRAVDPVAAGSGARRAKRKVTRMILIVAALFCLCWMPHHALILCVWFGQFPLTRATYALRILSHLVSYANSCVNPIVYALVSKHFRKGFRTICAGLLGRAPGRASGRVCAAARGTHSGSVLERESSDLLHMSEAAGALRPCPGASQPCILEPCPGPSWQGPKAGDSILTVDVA
* hit, by the source's call; · = no result given.

SMILES	bCat KO growth	Phagocytosis inh	HCT116 PTEN-null	BB579 growth dn	Yeast life ext	MRP1 act	NPY Y2 blocker	E-sel TNF inh	Measles CPE	GALR2 blocker
c1ccc2c(c1)CCN(c1ncnc3c1[nH]c1ccccc13)C2	8	0	15	-54	-27	-5.7	·	·	18	·
Cc1ccc(-c2cc(C(F)F)n3ncc(C(=O)N4CCN(c5cccc(C)c5C)CC4)c3n2)cc1	3.2*	-2	8	-36	-5	-5.2	-2	6	4	4
CC(C)Cn1c(SC(C)C(=O)Nc2ccc3c(c2)OCCO3)nc2ccccc2c1=O (configuration not stated)	82	-1	82	-55	-1	-1.1	5	·	15	-9
COCCCNC(=O)c1cccc2c(=O)c(C)c(-c3ccccc3)oc12	88	-3	81	10	-3	-1.3	6	·	24	-7
CCOc1cccc(CNCCO)c1OCc1ccc(Cl)cc1	80	-3	86	-45	0	-2.1	4	-2	3	5
CC(C)c1nc(-c2ccccn2)no1	100	-1	101	-18	-3	-1.6	0	·	15	-10
CCOc1ccc(N(CC(=O)O)S(=O)(=O)c2cccnc2)cc1	96	0	97	-15	-9	-0.6	1	·	11	-3
O=C(COc1nsnc1N1CCOCC1)N/N=C/c1ccccc1O	37	2	20	-11	6	5.5*	0	·	17	11
CC(C)(C)c1ccc(C(=O)NNC(=O)Cc2cccc3ccccc23)cc1	83	0	94	-22	-9	-0.7	3	2	16	-6
CCOC(=O)c1c(N)sc(C(C)=O)c1C	87	-1	80	-32	-25	-3.8	-1	-6	5	6
CCOC(=O)c1c(C(F)(F)F)nc2ncccn12	99	·	108	-21	-2	-1.1	1	13	14	-24
O=C(CCN1C(=O)COc2ccccc21)NCCCN1CCc2ccccc2C1	99	-1	110	-24	-12	-0.5	5	45	6	-12
CC(=O)Oc1ccc2c(c1)OC(c1ccccc1)CC21CC(C)(C)NC(=S)N1 (configuration not stated)	87	-1	102	-12	-2	-3.7	0	38	2	-9
CCOC(=O)NC(=O)C(=CNc1cccc(C)c1)C(=O)NC(=O)OCC	107	-5	110	-28	-3	-1.3	3	-1	8	3
O=C(O)CCc1ccc(-c2ccc(Br)cc2)o1	94	-1	92	21	-5	-1.7	10	·	12	-5
COc1ccc(CCN=C(N)NS(=O)(=O)c2ccccc2)cc1	97	0	93	-71	3	-0.9	-1	9	7	12
Cc1nc(S(=O)(=O)c2ccc(Cl)cc2)nc2c1CCC2	99	·	100	-34	-10	-2.1	1	-17	2	6
CCCCC(CC)Cn1c2nc3ccccc3nc2c2c(=N)oc(C)nc21 (configuration not stated)	4.5*	-5	2.5*	-50	94*	-6.1	4	-15	4	3
CCOc1ccc(NC2CCN(C(C)=O)CC2)cc1	88	-1	90	0	-7	-0.9	1	9	3	10
COc1ccccc1CN(Cc1nc2ccccc2c(=O)[nH]1)C(=O)Nc1ccccc1	79	-1	70	-37	-7	-2.7	0	6	31	-1
Cc1ccc(S(=O)(=O)N2CCCC(C(=O)Nc3ccc(NC(=O)c4ccccn4)cc3)C2)cc1 (configuration not stated)	8	·	20	-54	·	-3.9	3	3	13	-6
Cc1ccccc1OC(C)C(=O)NC1CCCC1 (configuration not stated)	96	·	110	-70	-9	0.0	1	12	10	14
CC1Cc2ccccc2N1C(=O)CCS(=O)(=O)c1cccc2nonc12 (configuration not stated)	85	-4	93	-43	4	-1.2	1	-32	5	-2
CN(Cc1ccccc1)C(=O)Nc1ccccc1	104	0	95	0	-29	-2.5	0	-4	10	0
CC1CCC2(CC1)NC(=S)N(c1ccccc1)N2 (configuration not stated)	95	0	90	69*	-14	-0.7	2	6	0	8
CC(=O)Nc1cc(ON=C(C)C)cc([N+](=O)[O-])c1	92	-3	93	0	-7	-1.1	0	-4	47*	3
C=CCn1c(-c2cccnc2)n[nH]c1=S	98	4	96	-23	2	-1.0	3	-2	19	-1
Cc1cccc(NC(=O)C2(c3cccs3)CCOCC2)n1	86	-6	92	-3	0	-1.0	-2	·	11	1
O=P(O)(CP(=O)(c1ccccc1)c1ccccc1)c1ccccc1O	98	·	106	-33	-6	-1.1	1	6	7	8
CN1C(=O)CSc2ccc(NC(=O)NCCC3=CCCCC3)cc21	61	0	54	-30	-12	-1.3	5	-17	23	9
COc1ccc(N2CCN(S(=O)(=O)c3ccc(Br)s3)CC2)cc1	89	-2	87	4	-11	-1.1	-1	-21	6	8
COc1ccccc1C(=O)N1CCN(S(=O)(=O)Cc2ccccc2)CC1	94	-1	112	-60	3	0.2	3	·	8	6
COc1ccccc1C(=O)OCC(=O)c1cccc([N+](=O)[O-])c1	97	-7	94	-20	-4	-1.6	2	12	10	0
Cc1cccc(NC(=O)/C(=C\c2cccs2)NC(=O)c2ccccc2)c1	74	1	88	-52	8	-1.0	0	-14	5	-13
COC(=O)Cc1n[nH]c(=S)[nH]c1=O	106	0	100	-53	7	0.5	-3	38	8	-6
COCCn1c(SCC(=O)N2CCCC2)nnc1-c1ccoc1C	100	0	102	-12	-5	1.3	4	-1	1	9
Clc1ccc(C2=Nn3c(nnc3-c3n[nH]c4c3CCC4)SC2)cc1	16	1	17	-37	-20	-7.7	10	·	8	-5
O=C(Nc1ccc(O)cc1C(=O)O)c1cccc(Br)c1	90	0	96	-9	-7	-2.6	2	10	11	-1
O=C(Cn1c2c(c(-c3ccccc3)cc1=O)CCCC2)N1CCCCCC1	90	·	86	-25	3	-1.1	6	-12	4	-4
COC(=O)N/N=C/c1c(C)c(C(=O)c2ccc(F)cc2)n2ccccc12	93	·	79	-30	-2	-0.3	1	·	24	6
CCOC(=O)c1c(C)n(OC)c2ccc3c(no[n+]3[O-])c12	101	-2	100	-30	-3	-2.4	2	11	16	-4
COc1cc(C)ccc1OCCCOc1c(Cl)cccc1Cl	85	·	74	-42	1	0.7	7	·	10	-3
COc1ccc(C(=O)/C=C2/c3ccccc3CC(C)(C)N2C)cc1	24	·	27	-46	0	-1.1	6	-63	8	14
CCc1nnc(NC(=O)CSc2ncc(-c3ccccc3)n2CC)s1	90	0	90	-32	-4	-1.0	3	-4	28	22
Cc1ccc(N2C(=O)C(CN(C)C)C2c2ccccc2)cc1 (configuration not stated)	84	-2	93	-19	-17	-2.6	4	-6	7	0
Cc1ccc(-n2nc(C)c3c(C)cc(=O)[nH]c32)cc1	95	0	84	-12	-8	-1.5	0	13	24	17
Clc1ccc(-c2nnc(N3CCCC3)nn2)cc1	76	0	82	-57	-1	-1.0	-1	·	6	10
COC(=O)CCCC[C@@H]1SC[C@@H](NC(=O)OC)[C@@H]1NC(=O)OC	94	·	93	-6	·	0.6	2	-3	6	0
Cc1ccc(-c2cc3nc(-c4ccc(Br)cc4)cc(N)n3n2)cc1	61	-10	42	-12	-9	0.3	6	·	4	2
COC(=O)c1c(C(=O)OC)c2oc3ccccc3n2c1Cl	94	-1	99	-17	-13	-0.6	2	6	18	-2
COc1ccc(/C=N\NC(=O)c2ccc(=O)[nH]n2)cc1O	87	-9	91	-12	-5	-1.0	1	-2	1	3
CCCCCCOC(=O)/C=C/c1c(C)[nH]c(=O)[nH]c1=O	55	0	47	-13	-1	-1.9	4	74*	9	-7
Cn1c(C(O)c2ccc3c(c2)OCO3)nc2ccccc21 (configuration not stated)	102	-1	87	-40	2	0.1	0	-19	4	9
COCCn1c(=NC(=O)C2COc3ccccc3O2)sc2cc(S(N)(=O)=O)ccc21 (configuration not stated)	94	-5	104	-46	4	-1.9	10	·	6	5
CCC(=O)N1CCN(c2ccc(NC(=O)c3ccc(N4CCCC4)c([N+](=O)[O-])c3)cc2)CC1	85	·	94	-55	0	-0.6	-2	3	26	2
CCOC(=O)N1CCN(S(=O)(=O)c2cccc3nsnc23)CC1	101	-1	110	25	-3	0.3	11	-23	8	4
Nc1ncncc1-c1ccc([N+](=O)[O-])cc1	93	·	90	-9	-17	-0.9	2	-49	6	-2
O=C(COC(=O)c1cccc(C(=O)OCC(=O)NCc2ccc(F)cc2)n1)NCc1ccc(F)cc1	95	-3	100	-26	3	-2.6	2	-18	2	12
CC1(C)N=C(c2ccccc2)C(=O)N1	96	·	96	-10	-5	0.9	1	3	13	1
CCOC(=O)c1c(-c2ccccc2)oc2ccc(O)c(CN(C)C)c12	37	0	39	-42	-5	-6.8	25*	-13	4	-2

Full records from above.
`COC(=O)c1c(C(=O)OC)c2oc3ccccc3n2c1Cl` as listed: bCat KO growth: 94; Phagocytosis inh: -1; HCT116 PTEN-null: 99; BB579 growth dn: -17; Yeast life ext: -13; MRP1 act: -0.6; NPY Y2 blocker: 2; E-sel TNF inh: 6; Measles CPE: 18; GALR2 blocker: -2
`Cc1ccc(-n2nc(C)c3c(C)cc(=O)[nH]c32)cc1` as listed: bCat KO growth: 95; Phagocytosis inh: 0; HCT116 PTEN-null: 84; BB579 growth dn: -12; Yeast life ext: -8; MRP1 act: -1.5; NPY Y2 blocker: 0; E-sel TNF inh: 13; Measles CPE: 24; GALR2 blocker: 17
`CCCCCCOC(=O)/C=C/c1c(C)[nH]c(=O)[nH]c1=O` as listed: bCat KO growth: 55; Phagocytosis inh: 0; HCT116 PTEN-null: 47; BB579 growth dn: -13; Yeast life ext: -1; MRP1 act: -1.9; NPY Y2 blocker: 4; E-sel TNF inh: 74*; Measles CPE: 9; GALR2 blocker: -7

Going on with the list:
SMILES	bCat KO growth	Phagocytosis inh	HCT116 PTEN-null	BB579 growth dn	Yeast life ext	MRP1 act	NPY Y2 blocker	E-sel TNF inh	Measles CPE	GALR2 blocker
Cc1cc(C)c2nc3nc(C)cc(C)c3c(N)c2c1	1.5*	-3	2.3*	41	-1	-6.0	1	-12	4	-18
O=C(NNC1CC(=O)N(c2cccc(Cl)c2)C1=O)c1cccnc1 (configuration not stated)	96	1	99	-35	5	-1.6	1	·	8	-7
NC(=O)CSc1ncnc2c1oc1ccccc12	95	0	92	31	-8	-2.7	1	-4	9	12
COc1cc(C(=O)OCC(=O)NCc2ccccc2)cc(NC(=O)c2ccco2)c1OC	102	-1	107	-59	-7	0.2	4	11	3	-14
Cn1ccnc1SCC(=O)n1c2c(c3ccccc31)CCCC2	101	-9	98	-19	2	-0.4	4	·	7	4
CSc1nsc(SC)c1NC(=O)N1CCCC1	80	·	90	-1	-3	-0.7	1	·	7	-5
CC1CC(=O)Nc2ccc([N+](=O)[O-])cc2N1C (configuration not stated)	96	-8	97	-35	1	1.2	2	·	15	5
COc1ccc(C2C(C(=O)N3CC(C)CC(C)C3)c3ccccc3C(=O)N2C)cc1 (configuration not stated)	93	-1	85	-5	-15	-1.4	5	·	2	-3
O=C(O)c1ccc(-n2nnnc2SCc2ccccc2)cc1	98	1	93	-24	-4	-3.6	-1	33	4	-17
Cc1ccnc(Sc2ncccc2[N+](=O)[O-])n1	99	-1	103	-26	-6	-1.5	1	1	12	-11
